# Source: PubChem
# C1s inh = complement C1s protease inhibitors, primary screen, biochemical, 10-compound mixtures. mean inhibition % of two 10-compound mixtures (stronger effect = higher value), % at 5 µM (by protocol). Complement C1s subcomponent (Homo sapiens), P09871. AID 538, 2006. purified C1s, fluorogenic AMC substrate, pooled mixtures. actives 0.16% (n = 62,000);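 active = inhibition above 20% in each of the two 10-compound mixture wells holding the compound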;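 also: 0% = enzyme wells lacking compound mixture and 100% = no-enzyme blank wells; some compounds called inactive have numbers as strong as hits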
# FXIa inh mix = FXIa protease inhibitors in compound pools, primary screen, biochemical, 10-compound mixtures; purified FXIa, fluorogenic substrate, pooled mixtures; inhibition, % at 5 µM; actives 0.19% (n = 62,000);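 also: each value is inhibition by a whole ten-compound pool holding the compound; 0% = enzyme with no mixture and 100% = wells lacking enzyme; strong numbers were not always called active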
# Target sequence (P03951 19-387 limits assumed): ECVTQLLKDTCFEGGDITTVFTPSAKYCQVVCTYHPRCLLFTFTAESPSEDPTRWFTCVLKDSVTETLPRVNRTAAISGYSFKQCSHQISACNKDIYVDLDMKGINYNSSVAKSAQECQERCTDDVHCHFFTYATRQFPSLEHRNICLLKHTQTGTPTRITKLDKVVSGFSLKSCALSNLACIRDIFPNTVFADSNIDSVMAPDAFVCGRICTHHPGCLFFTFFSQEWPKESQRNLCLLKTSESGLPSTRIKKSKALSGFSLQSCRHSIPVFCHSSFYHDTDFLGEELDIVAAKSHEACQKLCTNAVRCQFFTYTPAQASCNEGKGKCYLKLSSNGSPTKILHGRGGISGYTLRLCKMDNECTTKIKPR
# Target sequence (P03951 388-625 limits assumed): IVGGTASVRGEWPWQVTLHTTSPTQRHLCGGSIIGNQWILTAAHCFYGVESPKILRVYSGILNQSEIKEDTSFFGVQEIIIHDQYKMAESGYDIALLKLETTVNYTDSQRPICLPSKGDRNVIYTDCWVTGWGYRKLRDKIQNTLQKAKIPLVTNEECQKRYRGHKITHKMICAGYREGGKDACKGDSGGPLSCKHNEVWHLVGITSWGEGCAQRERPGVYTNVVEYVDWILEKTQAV
# CatS block = inhibitors of human cathepsin S, biochemical, compound mixtures; inhibition, %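 (tested at 5 µM per compound within 10-compound mixtures)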; AID 501, 2006; P25774; recombinant cathepsin S, AMC dipeptide fluorescence, pooled mixtures; actives 0.06% (n = 62,000); in the data active = inhibition above about 32%, passing the limit was not always enough;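 also: 0% = enzyme without compound and 100% = blank without enzyme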
# ROCK2 inh = inhibitors of human ROCK2 kinase, primary screen, biochemical, high-throughput, luminescence; Rho-associated protein kinase 2 (Homo sapiens), O75116; purified ROCK2, Kinase-Glo ATP depletion luminescence; inhibition, % at 6 µM; actives 0.35% (n = 60,000); AID 604, 2007;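 active = inhibition above the screen-wide mean inhibition plus 3 SD, cut at about 18% in these data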;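 also: plate controls were DMSO wells for no effect and Y-27632 control wells after no-enzyme background subtraction for full effect; many of its hits are not listed in these tables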
# JNK3 inh = JNK3 kinase activity inhibitors, primary screen, biochemical, human, purified enzyme | Mitogen-activated protein kinase 10 (Homo sapiens), P53779 | HTS | inhibition, % at 8 µM | actives 0.61% (n = 60,000); in the data active = inhibition above about 17%;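 also: 0% = DMSO and 100% = reference inhibitor; many of its hits are not listed in these tables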
# CatG inh = human cathepsin G inhibitors, primary screen, biochemical, pooled compound mixtures, AMC fluorescence | purified enzyme, AMC-tetrapeptide fluorescence | P08311 | AID 581, 2007 | inhibition, % at 5 µM (by protocol) | actives 0.2% (n = 62,000);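 active = inhibition above 20% in each of the two mixture wells holding the compound; inactive = inhibition of 20% or less in either well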;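 also: 0% = enzyme control without mixture and 100% = blank lacking enzyme; strong numbers were not always called active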
# PKA inh = inhibitors of human PKA kinase activity, primary screen, biochemical, ATP-depletion luminescence, Kemptide substrate; inhibition, % at 6 µM; PKA Kemptide phosphorylation, Kinase-Glo ATP luminescence; actives 0.1% (n = 65,000); cAMP-dependent protein kinase catalytic subunit alpha (Homo sapiens), P17612;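 active = inhibition above the screen-wide mean inhibition plus 3 SD, cut at about 21% in these data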; also: many of its hits are not listed in these tables
# CatL inh = inhibitors of human cathepsin L, biochemical. inhibition, %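 (tested at 10 µM)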. purified cathepsin L, fluorogenic substrate, fluorescence. actives 0.17% (n = 58,000). Procathepsin L (Homo sapiens), P07711; in the data active = inhibition above about 45%;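 also: 0% = enzyme with no compound and 100% = no enzyme blank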
# Target sequence (P07711 114-288 limits assumed): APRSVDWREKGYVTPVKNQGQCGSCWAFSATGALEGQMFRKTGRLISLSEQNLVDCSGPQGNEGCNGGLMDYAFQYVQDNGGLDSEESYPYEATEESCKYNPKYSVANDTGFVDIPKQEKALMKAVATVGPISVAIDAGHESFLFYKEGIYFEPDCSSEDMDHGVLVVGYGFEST
# Target sequence (P07711 292-333 limits assumed): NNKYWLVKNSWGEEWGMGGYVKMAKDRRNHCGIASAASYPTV
# FXIIa inh mix = human factor XIIa inhibitors, primary screen, biochemical, pooled compound mixtures, fluorogenic substrate; actives 0.2% (n = 62,000); inhibition, % at 5 µM; purified FXIIa; AID 684, 2007; Coagulation factor XII (Homo sapiens), P00748;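 also: 0% = enzyme without compound and 100% = no enzyme blank; some results filed as inactive read as strong as hits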
# * hit, by the source's call; x = not tested or not shown; & = joins results of further samples. Rule as the data show it, unless noted: active = inhibition above about 20% (passing the limit was not always enough); inactive = the rest.
SMILES,C1s inh,FXIa inh mix,CatS block,ROCK2 inh,JNK3 inh,CatG inh,PKA inh,CatL inh,FXIIa inh mix
NC(=O)c1c(NC(=O)Cc2cccs2)sc2c1CCC2,1,0,5,6,31*,10,8,11,-15
O=C(c1cc2ccccc2o1)N1CCCCCC1,-21,0,1,5,7,0,10,9,13
Cc1sc2ncnc(NCc3ccco3)c2c1C,-2,3,0,4,0,-1,9,-9,1
COc1ccc(N(Cc2cc3cc(OC)ccc3[nH]c2=O)S(C)(=O)=O)cc1,-2,7,-4,1,5,-3,-2,-21,5
Cc1cc(C(F)(F)F)nn1CC(=O)NCc1ccccc1,4,8,-12,x,x,6,-3,-2,-1
CC1CN(S(=O)(=O)c2ccc(C(=O)Nc3sc4c(c3C(N)=O)CCN(C)C4)cc2)CC(C)O1 (centres undefined),-47,-4,1,-1,-3,-5,10,6,7
Cn1c(=O)c(C(=O)Nc2ccccn2)c(O)c2ccccc21,-30,1,-7,-4,0,-2,-13,x,2
Cc1nnc(NC(=O)CSc2nccn2-c2cccc(C)c2C)s1,11,9,-9,5,-4,9,7,4,0
Cc1ccc(Cn2c(SCC(=O)Nc3cccc(C)n3)nc3c2c(=O)n(C)c(=O)n3C)cc1,6,5,-2,-2,-8,10,-2,-1,25
c1csc(Cn2c(-c3cccs3)nc3ccccc32)c1,-4,4,6,-3,1,-3,2,-7,-16
CC(CCc1ccco1)NC(=O)Cn1ncc2c1-c1ccccc1OC2 (centres undefined),-32,2,-8,-4,-1,-2,3,-3,3
COc1cccc(NC(=O)CSc2ncnc3c2oc2ccccc23)c1,-4,3,10,-7,0,-3,9,19,0
Cc1noc(C)c1COC(=O)c1cc2c3ccccc3n(C)c2s1,4,6,-2,5,-1,9,10,x,6
CCOC(=O)c1sc(NC(=O)c2c(C)noc2C)c(C(=O)OCC)c1C,-156,-27,-8,7,-2,-8,9,9,-5
O=C(CSc1nc(C2CCCCC2)n(-c2ccccc2)n1)NCCN1C(=O)CSC1=O,9,0,19,1,7,4,2,3,-9
CN(C)C(CNC(=O)Nc1cccc(Cl)c1)c1cccnc1 (centres undefined),-3,0,5,-1,6,4,-4,-2,-20
O=C(Oc1ccc(-c2ccccc2)cc1)N1CCOCC1,1,9,-2,0,-1,9,-2,-6,3
O=C(NCCc1ccc(Cl)cc1)C1CCN(C(=O)c2sccc2-n2cccc2)CC1,14,21,-1,6,-1,15,8,4,-8
C=CCNC(=O)C(C)Sc1ccc(Cl)cc1 (centres undefined),24,1,3,-3,-5,-14,5,0,-1
Cc1nc(SCC#N)c2c3c(sc2n1)CCC3,11,6,-6,7,-1,9,9,9,-2
O=C(c1ccc(CS(=O)(=O)c2ccc(Br)cc2)o1)N1CCN(C2CCCCC2)CC1,2,9,2,0,3,0,-9,1,16
CCCn1nnc(NC(=O)c2ccco2)n1,-12,-2,-6,2,3,9,9,7,-2
CCN1CCN(CCCNC(=O)c2cc3sccc3n2CC)CC1,-17,-6,16,4,-2,-11,6,10,3
COc1ccccc1NC(=O)CN1CCN(CC(=O)Nc2ccc3c(c2)OCO3)CC1,-7,3,14,0,12,7,-4,3,7
COc1ccc(CCN(C(=O)c2ccc(F)cc2)C2=CC3CCC(C2)N3C)cc1OC (centres undefined),18,6,16,1,2,15,8,10,-17

# For convenience, some entries already given.
SMILES,C1s inh,FXIa inh mix,CatS block,ROCK2 inh,JNK3 inh,CatG inh,PKA inh,CatL inh,FXIIa inh mix
O=C(c1cc2ccccc2o1)N1CCCCCC1,-21,0,1,5,7,0,10,9,13
Cc1sc2ncnc(NCc3ccco3)c2c1C,-2,3,0,4,0,-1,9,-9,1
COc1ccc(N(Cc2cc3cc(OC)ccc3[nH]c2=O)S(C)(=O)=O)cc1,-2,7,-4,1,5,-3,-2,-21,5
Cc1cc(C(F)(F)F)nn1CC(=O)NCc1ccccc1,4,8,-12,x,x,6,-3,-2,-1
CC1CN(S(=O)(=O)c2ccc(C(=O)Nc3sc4c(c3C(N)=O)CCN(C)C4)cc2)CC(C)O1 (centres undefined),-47,-4,1,-1,-3,-5,10,6,7
Cn1c(=O)c(C(=O)Nc2ccccn2)c(O)c2ccccc21,-30,1,-7,-4,0,-2,-13,x,2
Cc1nnc(NC(=O)CSc2nccn2-c2cccc(C)c2C)s1,11,9,-9,5,-4,9,7,4,0
Cc1ccc(Cn2c(SCC(=O)Nc3cccc(C)n3)nc3c2c(=O)n(C)c(=O)n3C)cc1,6,5,-2,-2,-8,10,-2,-1,25
c1csc(Cn2c(-c3cccs3)nc3ccccc32)c1,-4,4,6,-3,1,-3,2,-7,-16
CC(CCc1ccco1)NC(=O)Cn1ncc2c1-c1ccccc1OC2 (centres undefined),-32,2,-8,-4,-1,-2,3,-3,3
COc1cccc(NC(=O)CSc2ncnc3c2oc2ccccc23)c1,-4,3,10,-7,0,-3,9,19,0
Cc1noc(C)c1COC(=O)c1cc2c3ccccc3n(C)c2s1,4,6,-2,5,-1,9,10,x,6
CCOC(=O)c1sc(NC(=O)c2c(C)noc2C)c(C(=O)OCC)c1C,-156,-27,-8,7,-2,-8,9,9,-5
O=C(CSc1nc(C2CCCCC2)n(-c2ccccc2)n1)NCCN1C(=O)CSC1=O,9,0,19,1,7,4,2,3,-9
CN(C)C(CNC(=O)Nc1cccc(Cl)c1)c1cccnc1 (centres undefined),-3,0,5,-1,6,4,-4,-2,-20
O=C(Oc1ccc(-c2ccccc2)cc1)N1CCOCC1,1,9,-2,0,-1,9,-2,-6,3
O=C(NCCc1ccc(Cl)cc1)C1CCN(C(=O)c2sccc2-n2cccc2)CC1,14,21,-1,6,-1,15,8,4,-8

# Going on with the list:
SMILES,C1s inh,FXIa inh mix,CatS block,ROCK2 inh,JNK3 inh,CatG inh,PKA inh,CatL inh,FXIIa inh mix
COc1ccc(NC(=O)[C@@H]2[C@@H]3C(=O)N(C4CCCCC4)C(=O)[C@@H]3C3c4ccccc4C=CN32)cc1 (some centres undefined),-39,7,8,-1,3,-3,1,-11,6
O=C(O)CCn1cnc2ccccc2c1=O,9,6,-4,-1,-3,3,-2,-6,0
CCCC(CCC(=O)OC)(C(=O)OCC)c1csc(N)n1 (centres undefined),16,5,6,2,-1,12,2,0,-14
Cc1ccc(N2CC(C(=O)Nc3nnc(C)s3)CC2=O)cc1 (centres undefined),-1,-2,-3,-9,4,7,3,6,5
CC(C)N1C(=O)CCC1C(=O)NCCc1ccccc1 (centres undefined),-15,2,-1,6,-5,12,8,-4,-1
Cc1cc(C(=O)NC(C)c2ccncc2)no1 (centres undefined),-3,-2,-7,-5,-9,5,-1,-10,-17
COc1ccc(C2C(C#N)=C(N)Oc3cc(C)n(CCN4CCOCC4)c(=O)c32)cc1OC (centres undefined),x,x,x,6,-1,x,5,-4,x
COc1cc(OC)c(S(=O)(=O)N2CCCCC2)cc1S(=O)(=O)N1CCCCC1,14,2,-2,5,9,9,1,x,8
CC(C)C1Oc2ccccc2N(CC(=O)N(Cc2ccccn2)CC2CCCO2)C1=O (centres undefined),-47,6,0,1,4,-7,1,14,-1
COC(=O)C1=CN(C2CC2)C=C(C(=O)OC)C1c1ccc(C(=O)OC)cc1,-60,-6,-11,6,0,3,4,x,-10
O=C(O)c1cccc(N2C(=O)CSC2c2c(F)cccc2Cl)c1 (centres undefined),-38,-7,-4,2,7,2,0,5,6
N#C/C(C(=O)NCc1ccco1)=C1/SC(Cc2ccc(F)cc2)C(=O)N1c1ccccc1 (centres undefined),1,26*,-3,4,-1,6,9,2,4
COc1ccccc1NC(C)=O,2,9,-9,x,x,2,x,10,2
CSCSC1=C(C#N)C(c2ccccc2Cl)C(C(C)=O)=C(C)N1 (centres undefined),-22,9,39,-2,-2,-3,-4,1,3
CCCn1c(C)cc(=O)c2cc(NC(=O)c3ccccn3)ccc21,-7,-9,-2,2,-1,-4,12,0,8
CN1CCN(C(=O)c2c(O)c3cccc4c3n(c2=O)CC4)CC1,-16,6,-18,0,0,-7,1,-4,2
O=C(Cn1nc(C(F)(F)F)c2c1CCC2)N1CCN(c2ccccc2)CC1,-18,0,8,-4,0,-11,5,9,9
C=CCn1c(SCC(=O)N2CCOCC2)nc(O)c(Cc2ccccc2)c1=O,-35,-10,6,5,7,3,12,12,4
CCOC(=O)C1=C(C)NC(=O)NC1c1cccnc1 (centres undefined),1,6,-8,7,-6,7,11,x,1
COc1cc(C(=O)Nc2nccs2)c(Br)c(OC)c1OC,11,5,-10,4,1,10,8,6,-14
O=C(Cn1cnc2c(oc3ccccc32)c1=O)NCc1ccco1,-54,-28,-15,x,x,-18,8,6,-1
CN1C(C(=O)Nc2ccccn2)=C(O)c2ccccc2S1(=O)=O,-25,0,-4,7&-8,4&-2,-8,6&-10,8&28,-14
CCCn1cc(SCC(N)=O)c2ccccc21,4,11,4,5,-8,34,8,-1,-17
COC(=O)N/C(C)=C1/NC(=O)c2ccccc2C(c2ccccc2)N1 (centres undefined),12,42,-4,x,x,13,6,x,-18
CC1(C(=O)CSc2nc3ccccc3[nH]2)CCC(=O)O1 (centres undefined),x,x,x,10,-7,x,1,-1,x

# Remaining list, next part:
SMILES,C1s inh,FXIa inh mix,CatS block,ROCK2 inh,JNK3 inh,CatG inh,PKA inh,CatL inh,FXIIa inh mix
Cn1c(=O)c2c(nc(N3CCCCC3)n2CCNC2=NCCC2)n(C)c1=O,-2,3,0,6,0,-2,9,-5,12
CCCS(=O)(=O)N1CCCC(C(=O)NCCCN2CCCC2=O)C1 (centres undefined),3,0,4,4,-1,9,6,14,0
O=C(NC1CCCC1)c1c[nH]c2ccc(F)cc2c1=O,-4,6,13,5,-2,-4,9,-1,-1
CSc1ccc(S(=O)(=O)Nc2c(C)cccc2C)cc1,0,4,-3,6,-3,-4,12,-2,9
C/C(Cl)=C\Cn1c(=O)c2c(nc3n2CCS3)n(C)c1=O,-4,-5,3,3,0,11,2,x,6
COCCCn1c(SCC(=O)NC2CCCC2)nnc1-c1ccco1,-2,5,2,-1,-6,-4,4,21,3
Cc1ccc(C2CC(C(F)(F)F)n3nc(C(=O)NCc4ccco4)cc3N2)cc1 (centres undefined),-8,6,18,2,-5,0,-5,10,2
CC(=O)c1ccc(N2CCN(C(=O)c3cc4c(-c5ccccc5F)nn(C)c4s3)CC2)cc1,0,5,3,7,2,-3,7,-8,4
CCc1cc2c(=O)c(Oc3ccccc3)c(C)oc2cc1O,-8,4,14,1,1,2,-2,0,2
O=C(O)CCCCCNc1nc2ncn(Cc3ccccc3)c2c(=O)[nH]1,-5,4,7,0,5,-5,1,11,9
CCOC(=O)C1CCN(C(=O)Nc2ccc(Cl)cc2)CC1,0,3,-4,6,3,-2,11,-2,6
O=C(c1ccc(Br)s1)N1CCN(c2ncccn2)CC1,15,6,2,2,6,11,0,-3,2
Cn1c(Cn2nnc3ccccc32)nnc1SCC(=O)N1c2ccccc2CCc2ccccc21,14,8,-6,-1,-2,11,0,3,12
O=C(Nc1ccccc1)N(O)c1ccc(Cl)cc1,5,1,11,8,-1,8,6,-1,2
Cc1cc(C)c(C#N)c(SCC(=O)OC2CCCCC2)n1,3,7,-2,0,4,9,-1,-14,11
